Vif inh – blocks HIV Vif function; HEK293T cells, Vif self-association by quenched fluorescence, imaging, 24 h; inhibition, % at 7.49 µM; actives 0.35% (n = 340,000); AID 602346; in the data active = inhibition above about 50%, passing the limit was not always enough; inconclusive = no clear call, values can overlap the other calls; inactive = below about 31%; also: some results filed as inactive read as strong as hits
NR2E3 ag-1 – activates human NR2E3 receptor | CHO-S Gal4-NCOR/VP16-NR2E3 two-hybrid, luciferase | inhibition of corepressor binding, % at 3.98 µM | AID 602229 | actives 0.35% (n = 360,000);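 active = inhibition above the mean of all tested compounds plus 3 SD, cut at about 70% in these data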;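 also: 0% = DMSO with NR2E3 transfected cells and 100% = cells lacking NR2E3 construct; higher means lower luciferase signal from less NR2E3 corepressor binding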
Target sequence (Q9Y5X4 whole entry, looked up, the tested form may be a part): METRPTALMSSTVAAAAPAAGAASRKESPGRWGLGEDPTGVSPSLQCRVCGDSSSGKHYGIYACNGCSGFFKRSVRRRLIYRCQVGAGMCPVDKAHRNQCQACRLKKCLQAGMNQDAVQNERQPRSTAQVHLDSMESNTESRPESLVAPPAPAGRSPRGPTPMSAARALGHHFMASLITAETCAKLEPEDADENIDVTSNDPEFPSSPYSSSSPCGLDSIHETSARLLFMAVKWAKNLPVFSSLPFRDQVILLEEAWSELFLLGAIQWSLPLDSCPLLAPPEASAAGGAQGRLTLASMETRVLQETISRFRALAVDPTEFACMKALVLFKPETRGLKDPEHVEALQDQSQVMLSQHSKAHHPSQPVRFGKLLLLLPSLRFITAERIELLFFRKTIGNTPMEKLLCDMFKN
NR2E3 ag-2 – activates human photoreceptor nuclear receptor NR2E3; inhibition of corepressor binding, % at 4.78 µM; Q9Y5X4; actives 0.12% (n = 320,000); GST-NR2E3/biotin-RetCOR TR-FRET, 1536-well; AID 2300;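 active = percent inhibition above the cutoff of mean plus 3 SD of all tested compounds, set per screening campaign, cut at about 20% in these data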;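 also: 0% = DMSO wells and 100% = biotin wells as full block of FRET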
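Test system – NR2E3–RetCOR corepressor complex · Quantity – NR2E3 fusion 1.35 nM · Buffer or medium – Tris pH 7.5 · Incubation – Compound–protein incubation for 5 h at 4 °C · Technique – TR-FRET, Eu(K)-anti-GST donor, streptavidin-D2 acceptor, ex 340, em 617/671 nm · Evaluation – percent inhibition of 671/617 nm emission ratio versus biotin and DMSO controls · Plate – 1536-well format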
CF NFkB block – cystic fibrosis NF-kB activation inhibition. AID 588850. inhibition, % at 5 µM. KKLEB NF-kB-GFP reporter, PAF-induced, GFP fluorescence overnight. actives 0.86% (n = 360,000);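 active = at least 50% inhibition at 5 µM, scaled per plate between neutral and stimulator controls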;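 also: PAF is a Pseudomonas aeruginosa culture filtrate used as stimulus; plate controls were PAF-stimulated DMSO wells for no effect and unstimulated DMSO wells for full effect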
Shn3 inh set2 – inhibitors of Schnurri-3 3'UTR reporter in osteoblasts | actives 0.52% (n = 360,000) | inhibition, % at 12.5 µM | Clone20 osteoblast Shn3 3'UTR firefly luciferase, 24 h;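 active = mean inhibition of at least 75% with every replicate also reaching 75%; inconclusive = mean inhibition at least 75% but some replicate below; inactive = mean inhibition below 75%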;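 also: 0% = median of neutral control wells and 100% = pilot-screen positive control compound; some compounds past the cut are filed as inactive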
TRPM1 prom inh – reduces MITF-dependent TRPM1 promoter luciferase signal; SK-MEL-5 TRPM1 promoter luciferase, 24 h; inhibition, % at 12.5 µM; actives 0.83% (n = 330,000);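 active = mean inhibition across replicates of 60% or more, whatever share of single replicates reaches that level; inconclusive = some that reach 60%, reason not given; inactive = mean inhibition across replicates below 60%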; also: values of inactives mirror those of a sister screen read the other way
PDI turbidity – PDI (human) enzyme inhibition. P07237. actives 0.052% (n = 350,000). PDI insulin aggregation turbidity, A650, 90 min. inhibition, % at 10 µM;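 active = mean inhibition across replicates of 30% or more, whatever share of single replicates reach that level; inconclusive = mean inhibition below 30% while every single replicate reaches 30%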;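 also: absorbance from insulin aggregation driven by PDI reduction with DTT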
Target sequence (P07237 whole entry, looked up): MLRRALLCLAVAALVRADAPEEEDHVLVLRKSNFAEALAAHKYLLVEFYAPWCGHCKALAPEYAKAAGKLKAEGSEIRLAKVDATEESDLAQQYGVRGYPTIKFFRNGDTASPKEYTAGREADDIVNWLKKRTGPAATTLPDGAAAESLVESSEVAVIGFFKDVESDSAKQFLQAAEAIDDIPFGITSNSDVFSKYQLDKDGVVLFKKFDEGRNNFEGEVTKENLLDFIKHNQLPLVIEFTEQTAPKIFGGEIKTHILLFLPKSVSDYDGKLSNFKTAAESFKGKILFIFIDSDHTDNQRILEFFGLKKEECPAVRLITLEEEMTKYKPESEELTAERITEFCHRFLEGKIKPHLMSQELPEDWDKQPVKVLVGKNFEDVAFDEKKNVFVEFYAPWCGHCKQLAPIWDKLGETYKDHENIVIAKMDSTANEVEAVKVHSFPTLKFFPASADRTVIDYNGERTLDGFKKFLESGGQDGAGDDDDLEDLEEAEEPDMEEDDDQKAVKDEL
CaV13 ICDI inh – Primary screen for inhibitors of IQ motif and Ca2+-dependent inactivation inhibitor domain binding in CACNA1D, Förster resonance energy transfer in living cells, … | HEK cells, CFP/YFP FRET ICDI-IQ, plate reader, 10 min; percent FRET-ratio fall versus neutral wells | inhibition, % at 12.3 µM | actives 0.098% (n = 340,000) | AID 743397;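 active = mean replicate inhibition of at least 30% and at least 1% of replicates passing that level; inconclusive = only one of the two criteria is met; inactive = neither criterion is met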;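 also: 0% = median of the neutral control wells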
KKLEB cytotox – counter-screen for CF NF-kB inhibitors: cytotoxicity; KKLEB CF airway cells viability, ATPlite luminescence, overnight; stronger effect = lower value; cells stimulated with P. aeruginosa culture filtrate; activity change (cytotoxicity), % at 5 µM; actives 0.36% (n = 360,000);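 active = corrected activity change at or below -50% at 5 µM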
HIF-2a inh – inhibitors of HIF-2a | 786-0 RCC cells HIF-2a reporter, luciferase luminescence, overnight | inhibition, % at 18.8 µM | actives 0.72% (n = 360,000);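 active = inhibition of the luminescence signal of 40% or more relative to plate controls, in a single-dose primary screen at 18.75 µM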
Peg3 prom inh – Peg3 promoter activity inhibition; AID 588405; HeLa PEG-Prom luciferase reporter, luminescence, overnight; inhibition, % at 20 µM; actives 1.7% (n = 360,000);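 active = inhibition of at least 50% at 20 µM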
The depositor's hits bear a star; ? = inconclusive; nt = not tested or not shown.

SMILES	Vif inh	NR2E3 ag-1	NR2E3 ag-2	CF NFkB block	Shn3 inh set2	TRPM1 prom inh	PDI turbidity	CaV13 ICDI inh	KKLEB cytotox	HIF-2a inh	Peg3 prom inh
COc1ccccc1CCC(=O)Nc1ccc2c(c1)c(=O)n(C)n2-c1cccs1	18	5	nt	30	-5	nt	-7	-5	-2	-18	-37
COc1ccc(/C=N/NC(=O)c2nc(Cl)c(Cl)c(N)c2Cl)cc1COc1ccc(F)cc1F	-14	-21	-1	44	25	18	-2	-1	-44	20	32
O=C(Nc1cc(-c2nc3ncccc3o2)ccc1Cl)c1ccco1	2	-6	1	-84	-17	-4	0	-3	14	-45	-50
CSc1ccc(/C=N/n2c(C)nnc2C)cc1	1	9	1	24	-12	3	1	-5	0	19	-4
O=C(c1ccc(S(=O)(=O)Nc2cccc(C(F)(F)F)c2)cc1)N1CCN(c2ccccc2O)CC1	-5	30	-6	-10	26	6	1	-1	-6	13	23
CC1CCC2(CC1)NC(=O)N(CC(=O)Nc1ccccc1-c1ccccc1)C2=O (configuration not stated)	8	-10	0	12	4	-2	-8	-2	2	10	-1
CCN(CC)CCCn1c2c(c(SCC(=O)Nc3cc(C)cc(C)c3)nc1=O)CCC2	-1	29	nt	-6	69	nt	0	-12	-3	5	-7
CC(C)CC(NC(=O)OC(C)(C)C)c1cn([C@@H](Cc2ccc(O)cc2)C(=O)N2CCN(C(=O)OC(C)(C)C)CC2)nn1 (some centres not stated)	2	8	5	-18	-3	0	9	-10	5	14	3
CCC(=O)Nc1c2c(nn1-c1ccc([N+](=O)[O-])cc1)CS(=O)(=O)C2	7	-2	-3	10	0	-3	-4	-4	-3	15	23
COc1ccc(-c2cc(C(F)(F)F)n3nc(C(=O)Nc4c(C)n(C)n(-c5ccccc5)c4=O)cc3n2)cc1	6	10	nt	-15	7	10	1	-7	1	8	4
COc1ccc(-c2cn(Cc3ccc(C(=O)NCc4ccc(C)cc4)cc3)c(C(C)N)n2)cc1 (configuration not stated)	-5	-1	2	9	-13	-35	8	-10	3	-84	-106
CN1N=C(c2ccc(F)c(F)c2)CSC1=NCc1ccccc1	-10	11	3	17	3	-3	-4	-8	11	2	-14
Cc1cc(=O)oc2cc(OCC(=O)N3CCC(O)CC3)c(Cl)cc12	2	2	0	-8	7	-8	-4	-7	-10	-1	2
NC[C@@H]1O[C@H](C23CC4CC(CC(C4)C2)C3)Cc2c1ccc(O)c2O	-3	-43	2	27	-31	2	7	-6	-5	-12	23
O=C(NC1CCCC1)C(=O)c1c[nH]c2ccccc12	-2	-23	-1	-17	-47	-56	1	-5	-6	-175	-156

Reprinted from the part before: 2 compounds, followed by the next part.
SMILES	Vif inh	NR2E3 ag-1	NR2E3 ag-2	CF NFkB block	Shn3 inh set2	TRPM1 prom inh	PDI turbidity	CaV13 ICDI inh	KKLEB cytotox	HIF-2a inh	Peg3 prom inh
NC[C@@H]1O[C@H](C23CC4CC(CC(C4)C2)C3)Cc2c1ccc(O)c2O	-3	-43	2	27	-31	2	7	-6	-5	-12	23
O=C(NC1CCCC1)C(=O)c1c[nH]c2ccccc12	-2	-23	-1	-17	-47	-56	1	-5	-6	-175	-156
CCN1C(=O)/C(=C\C=C\c2ccccc2[N+](=O)[O-])SC1=S	-8	-18	nt	1	30	-1	-7	-5	-29	-50	2
COCCNc1oc(/C=C/c2ccccc2OC)nc1S(=O)(=O)c1ccccc1	-9	-8	0	12	30	-5	10	-6	2	-9	19
COc1ccc2nc(N)sc2c1	6	-40	2	-3	-53	-8	1	-2	6	-64	-50
O=C(NC(=S)NCCN1CCOCC1)c1ccc(Cl)cc1Cl	-1	4	2	6	6	4	5	-6	-9	6	11
CCS(=O)(=O)N1CCC2(CC1)OCCN2S(=O)(=O)c1ccccc1	-4	0	nt	8	-5	nt	-8	-15	-2	1	11
COc1ccc(CNC(=O)c2sc(=O)n(Cc3cc(C(C)=O)ccc3OC)c2C)cc1	-3	33	nt	-42	15	nt	-4	-28	2	14	25
CCCCNC(=S)N(CCO)Cc1cc2cc3c(cc2[nH]c1=O)OCCO3	2	-13	2	-10	4	4	5	-5	-10	16	10
O=C(CN1C(=O)NC2(CCCCC2)C1=O)Nc1ccc(N2CCOCC2)cc1	1	-3	0	2	-13	1	7	-5	-28	12	0
CC(C)c1ccc(C(=O)NCCCc2ccccc2)cc1	-6	-113	-4	-11	-85	-55	10	-5	-7	-263	-260
Cc1noc(C(=O)NCc2ccco2)c1Cl	nt	-36	2	-6	15	4	-3	-5	9	13	12
O=C(CSc1nc2ccccc2c(=O)[nH]1)Nc1nc(-c2ccc(Br)cc2)cs1	-7	-13	-2	3	-4	-6	-3	nt	-14	10	13
Cc1ccc(S(=O)(=O)CCc2nnc(NC(=O)C3CCCO3)s2)cc1 (configuration not stated)	5	-19	0	0	-48	11	5	-3	-9	0	17
Cc1ccc(-n2c(-c3ccccc3)nnc2-c2cccs2)cc1	10	-17	4	1	16	8	-3	-5	-5	15	8
CN1OC[C@@H]2CN(S(=O)(=O)c3cccc(C(F)(F)F)c3)[C@H](c3ccc(N4CCCCC4)cc3)C[C@@H]21	4	21	nt	-10	13	nt	nt	-6	2	0	18
CN(Cc1ccccc1F)c1ncnc2sccc12	-28	-9	6	7	34	6	-35	-7	-5	7	10
COc1ccc(CCN(C(=O)c2snc(C(N)=O)c2N)C(C(=O)NCC2CCCO2)c2ccc(F)cc2)cc1OC (configuration not stated)	-3	3	nt	-3	16	12	-3	-6	5	18	35
COc1ccc(C2CCCN2C(=S)Nc2ccc(C)c(C)c2)cc1OC (configuration not stated)	-8	17	2	-3	11	6	2	-1	-14	-10	6
Cc1nc(N2CCOCC2)nc(N2CCCCC2)c1[N+](=O)[O-]	2	10	-1	1	-11	0	-11	-6	-4	18	16
O=C(c1ccc2c(=O)n(Cc3ccco3)c(=S)[nH]c2c1)N1CCN(Cc2ccccc2)CC1	6	-5	-2	-2	8	3	7	-5	19	27	14
COc1ccc(CNc2oc(COc3ccc(Cl)cc3)nc2C#N)cc1	-9	-15	4	-7	-16	-2	15	-9	4	3	26
COc1cccc(C(NC(C)=O)c2nc(-c3ccc(OC)nc3)cs2)c1 (configuration not stated)	nt	-32	nt	11	12	nt	4	-4	-29	2	11
CC(C)c1cc(C(=O)NNC(=S)NCc2ccco2)c(O)c(C(C)C)c1	-2	4	-2	41	-20	5	-5	-15	-18	-3	22
CCN(CC)CCn1c(NS(=O)(=O)c2ccc(C)cc2)nc2ccccc21	-2	20	2	9	0	nt	7	-2	-13	-8	-10
N#Cc1c(NCCCO)nc(-c2ccco2)c2c1CCCC2	-11	-7	1	-3	1	-5	?	0	-3	17	8
O=C(COC(=O)Cc1ccsc1)NCC12CC3CC(CC(C3)C1)C2	-11	-22	1	8	0	-2	-4	-3	13	7	-1
CNC(=S)Nc1cc(OC)ccc1OC	nt	4	2	2	14	10	-13	-7	1	2	-1
CCOC(=O)Cc1cc(-c2ccc(OC)cc2)nc2ccc3ccccc3c12	3	-15	-3	-3	2	8	0	-6	1	-104	-41
C/C(=N\NC(=S)NC(C)C)c1ccc(Cl)c([N+](=O)[O-])c1	5	-8	-3	-32	-10	4	2	1	21	-39	-34
COc1ccc(S(=O)(=O)N2CCCC(C(=O)NCc3ccco3)C2)cc1Cl (configuration not stated)	-5	-8	-1	-13	39	11	9	-6	6	7	11
O=C(C[n+]1cc(-c2ccccc2)n2c1CCC2)c1cccs1	3	5	4	13	2	12	6	-20	-2	7	0
COc1ccccc1NC(=O)CCC(=O)N1CC(C)Oc2ccc(C)cc21 (configuration not stated)	4	-18	1	-6	-16	-1	nt	-5	2	7	14
CCc1ccccc1NC(=O)CSc1nnc(CNC(=O)c2ccco2)n1C	15	-32	2	3	-1	-6	-2	-3	1	10	4
COc1cccc(OC)c1OCC(=O)Nc1ccc(S(=O)(=O)N2CCCC2)cc1	-2	-6	nt	-8	14	12	5	-2	3	11	17
COc1cccc(C(NC(C)=O)c2nc(-c3ccncc3)cs2)c1 (configuration not stated)	-2	15	nt	-67	3	nt	-3	-5	-7	11	-7
Cc1cc(C)cc(OCC(=O)NCc2cc(C)nc3ccccc23)c1	-36	11	4	3	21	8	3	-3	4	23	6
CCC(=O)N(c1nnc(SCC(=O)NN2C(=O)NC3(CCCCC3)C2=O)s1)C1CC1	29	-40	5	-20	-10	-9	6	-5	-27	5	6
O=C1CC(NNc2ccccc2)C(=O)N1c1cccc(Cl)c1 (configuration not stated)	7	28	4	7	1	6	-9	-5	6	-8	0
Cc1ccc(-c2n[nH]c(=S)n2C)cc1Cl	2	-11	4	18	15	7	1	-7	6	14	18
CC1Cc2ccccc2N1C(=O)COC(=O)c1cc(Br)ccc1O (configuration not stated)	nt	-15	-1	11	24	4	2	-6	-15	15	2
CNC(=O)C(=O)NCC1OCCN1S(=O)(=O)c1ccc([N+](=O)[O-])cc1 (configuration not stated)	5	-1	-1	4	16	-23	-5	-5	1	4	-2
O=C(Nc1ccccc1F)c1ccc(CSc2ncccn2)cc1	8	-1	6	3	-61	-71	-3	-4	7	-253	-185
CN(C)S(=O)(=O)c1ccc(C(=O)Nc2nnc(SCc3cccc(F)c3)s2)cc1	3	-13	1	7	-4	-7	1	-4	4	10	16
COc1ccc(CC(=O)Nc2c3c(nn2-c2cccc(Cl)c2)CS(=O)(=O)C3)cc1	6	-23	0	4	2	12	1	-8	-10	-6	25
COC(=O)[C@H](C)NC(=O)NCc1ccc(F)cc1	2	14	0	9	-10	3	3	-8	-7	18	-2
Nc1cccc(-c2cc3ccccc3oc2=O)c1	-2	-25	4	2	10	22	10	8	1	41*	-61
CCOc1ccc(C(=O)CCC(=O)NNC(=O)c2ccccc2O)cc1	-3	-7	0	0	-25	21	4	-6	-7	9	4
Cc1cc(C(=O)Nc2ccc(S(=O)(=O)N3CCOCC3)cc2)c(C)o1	-1	6	7	6	12	2	4	4	-8	17	21
COc1ccc(O)c(-c2[nH]ncc2C(=O)c2cccc(C)c2)c1	-9	-17	0	0	-5	2	4	-21	2	24	14
COc1ccccc1C(=O)Nc1ccnn1C1CCN(Cc2csc(C(C)=O)c2)CC1	0	12	-2	-17	-5	3	0	-7	-17	11	4
Nc1ccccc1SCC(=O)Nc1cccc2ccccc12	10	-7	5	5	-4	13	0	-19	2	-30	-17
Cc1c(C(=O)NCc2ccccn2)sc2nc(-c3ccc(F)cc3)cn12	-11	-2	0	-8	12	-9	-16	-5	11	-63	-50

Screening results: PubChem BioAssay, several laboratories
